# Screening data from PubChem BioAssay.
# JMJD2A Tudor = qHTS Assay for Inhibitors of JMJD2A-Tudor Domain. AlphaScreen JMJD2A-Tudor / H3K4me3 peptide binding. Potency, µM (highest dose often 114 µM), for inactives: at the highest dose activity change, negative = inhibition, usual class: inhibitors. 390,000 tested, 4.4% active. AID 504339, 2011; also: % is scaled to controls: 0 for no effect and ±100 for the full control effect; nearly all actives have a fitted effect of over 50% in size
# BAZ2B inh = qHTS Assay for Inhibitors of BAZ2B | Bromodomain adjacent to zinc finger domain protein 2B (Homo sapiens), Q9UIF8 | AlphaScreen BAZ2B-H3K14Ac peptide displacement | Potency, µM (highest dose often 114 µM), for inactives: at the highest dose activity change, negative = inhibition, actives largely listed as inhibitors | 360,000 tested, 4.4% active | AID 504333, 2011; also: % is scaled to controls: 0 for no effect and ±100 for the full control effect; nearly all actives have a fitted effect of over 60% in size
#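 AlphaScreen displacement: compounds (up to 110uM) incubated 30 min at room temperature with a preformed 50 nM BAZ2B/50 nM biotinylated H3K14Ac peptide complex in PBS pH 7.4 with Tween-20. Donor and acceptor beads at 10 ug/mL final added, 20 min light-protected before reading.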
# HP1b binding inh = HTS for Inhibitors of HP1-beta Chromodomain Interactions with Methylated Histone Tails | AlphaScreen HP1-beta / biotin-H3K9me3 peptide binding | Potency, µM (highest dose often 114 µM), for the others: at the top dose activity change, negative = inhibition, most hits filed as inhibitors | 390,000 tested, 0.56% active; also: nearly all actives have a fitted effect of over 70% in size; inactives centre near 23
#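 AlphaScreen: HP1-beta (50 nM) preformed 30 min with biotin-H3(1-18)K9me3 peptide (50 nM) in PBS pH 7.4, 0.01% Tween-20. Compound added for 30 min at RT, then streptavidin donor/nickel chelate acceptor beads (10 ug/mL) for 30 min.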
# Tb PGK inh = qHTS Assay to Find Inhibitors of Phosphoglycerate Kinase; 380,000 tested, 0.043% active; Potency, µM (titrated, usually from 57.5 µM), inactives show top-dose activity change, negative = inhibition, usual class: inhibitors; PGK/GAPDH coupled, Kinase-Glo luminescence, 60 min; Phosphoglycerate kinase, glycosomal (Trypanosoma brucei brucei), P07378; also: % is scaled to controls: 0 for no effect and ±100 for the full control effect; nearly all actives have a fitted effect of over 60% in size
# Target sequence (P07378 whole entry, looked up): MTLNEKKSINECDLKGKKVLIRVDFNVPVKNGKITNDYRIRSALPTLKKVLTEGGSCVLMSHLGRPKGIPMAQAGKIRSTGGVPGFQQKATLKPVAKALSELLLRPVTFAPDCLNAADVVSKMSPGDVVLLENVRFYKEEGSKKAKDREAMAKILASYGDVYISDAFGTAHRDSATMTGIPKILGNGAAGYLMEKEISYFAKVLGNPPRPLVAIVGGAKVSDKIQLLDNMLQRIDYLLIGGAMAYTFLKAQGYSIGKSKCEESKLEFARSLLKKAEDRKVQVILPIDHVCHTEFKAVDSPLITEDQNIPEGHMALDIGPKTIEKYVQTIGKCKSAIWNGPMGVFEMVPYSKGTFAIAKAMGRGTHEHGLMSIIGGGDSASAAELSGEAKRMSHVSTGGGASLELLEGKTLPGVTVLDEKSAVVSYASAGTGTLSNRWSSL
#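 Recombinant glycosomal PGK reaction used 1,3-bisphosphoglycerate generated in-well by GAPDH (100nM final) in 100mM TEA pH 7.6, 5mM MgCl2, 0.01% Tween-20. After 60 minutes at room temperature, ATP was read by Kinase-Glo Plus luminescence end-point.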
# GLS inh = qHTS for Inhibitors of Glutaminase (GLS) | Potency, µM (highest dose often 45.5 µM), inactives show at the top dose activity change, negative = inhibition, most hits filed as inhibitors | GLS enzymatic activity, qHTS titration | Glutaminase kidney isoform, mitochondrial (Homo sapiens), O94925 | 410,000 tested, 0.21% active; also: % is scaled to controls: 0 for no effect and ±100 for the full control effect
# Target sequence (O94925 whole entry, looked up, canonical isoform): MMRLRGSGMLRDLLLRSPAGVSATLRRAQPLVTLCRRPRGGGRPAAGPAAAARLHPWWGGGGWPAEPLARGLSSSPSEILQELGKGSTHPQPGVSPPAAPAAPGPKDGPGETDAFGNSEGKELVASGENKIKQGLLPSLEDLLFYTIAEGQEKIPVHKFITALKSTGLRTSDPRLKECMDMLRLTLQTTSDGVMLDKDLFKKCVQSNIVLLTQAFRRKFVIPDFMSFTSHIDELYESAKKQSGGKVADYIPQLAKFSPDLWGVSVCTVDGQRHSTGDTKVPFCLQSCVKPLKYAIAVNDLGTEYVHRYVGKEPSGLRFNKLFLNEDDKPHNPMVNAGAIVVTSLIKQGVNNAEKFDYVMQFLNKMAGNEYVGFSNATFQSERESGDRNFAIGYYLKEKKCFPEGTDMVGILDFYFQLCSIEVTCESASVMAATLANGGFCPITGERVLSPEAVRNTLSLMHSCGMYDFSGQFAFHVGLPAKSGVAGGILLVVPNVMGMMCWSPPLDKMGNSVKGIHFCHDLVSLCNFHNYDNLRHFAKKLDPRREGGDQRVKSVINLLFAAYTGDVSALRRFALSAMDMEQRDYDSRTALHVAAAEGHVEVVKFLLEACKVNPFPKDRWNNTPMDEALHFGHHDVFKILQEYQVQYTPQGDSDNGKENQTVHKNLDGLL
#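 Glutamate formation by hKGA was monitored fluorometrically using coupled glutamate oxidase, HRP and Amplex Red. Substrate was added as 1 mM L-glutamine solution; incubation was 30 min at RT after an initial read.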
# Pin1 inhibitor = qHTS Assay to Find Inhibitors of Pin1; 390,000 tested, 0.009% active; Peptidyl-prolyl cis-trans isomerase NIMA-interacting 1 (Homo sapiens), Q13526; AID 504891, 2011; Potency, µM (top dose mostly 115 µM), inactives show top-dose activity, negative = inhibition, usual class: inhibitors; Pin1 FP peptide displacement, HiFluor488, 10 min; active = well fitted inhibition curve with a large enough effect in the polarisation, with a control signal flat, not every such curve was filed as active; inconclusive = small, poorly fitted or top-dose-only effect, or effect the other way, or a change in a side signal; inactive = no such curve, though single readings can be large or run the other way; the % refers to the polarisation; also: % is scaled to controls: 0 for no effect and ±100 for the full control effect
# Pol iota inh = qHTS for Inhibitors of Polymerase Iota; Pol iota fluorescent replication assay, 10 min; Potency, µM (series often up to 115 µM), inactives show top-dose activity, negative = inhibition, hits mostly inhibitors; 390,000 tested, 1% active
#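 Pol iota at 10 nM preincubated 15 min with compounds at room temperature; reaction started with fluorescent substrate, 50 nM final. Fluorescence read kinetically at 0 and 10 min; buffer-only wells as negative control.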
# BLM helicase inh = qHTS Assay for Inhibitors of Bloom's syndrome helicase (BLM); RecQ-like DNA helicase BLM (Homo sapiens), P54132; recombinant BLM DNA unwinding, fluorescence dequenching; Potency, µM (doses to about 56.1 µM), for the others: top-dose activity change, negative = inhibition, most hits filed as inhibitors; 350,000 tested, 0.2% active; AID 2528, 2010;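 also: plate controls were vehicle for no effect and no enzyme for full effect; nearly all actives have a fitted effect of over 35% in size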
# G9a block = qHTS Assay for Inhibitors of Histone Lysine Methyltransferase G9a; G9a H3K9 monomethylation, AlphaScreen, 2 h; AID 504332, 2011; Histone-lysine N-methyltransferase EHMT2 (Homo sapiens), Q96KQ7; Potency, µM (highest dose often 102 µM), without a hit: at the top dose activity, negative = inhibition, usual class: inhibitors; 350,000 tested, 8.8% active; also: % is scaled to controls: 0 for no effect and ±100 for the full control effect; nearly all actives have a fitted effect of over 75% in size
#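 Compounds were preincubated with 20 nM G9a for 15 min, after which biotinylated H3K9 peptide (500 nM) and SAM (20 uM) started a 2 h room-temperature reaction. Monomethylated product was quantified by antibody-based AlphaScreen chemiluminescence.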
# * marks the source's active call; other numbers are inactive results; i = inactive; ? = inconclusive; . = not tested or not shown; & = joins results of further samples; [ ] = dose if it differs, or a comment. Unless noted, calls follow the shape of the dose curve; as a rule, active = well fitted curve in the direction sought with a large enough effect; inconclusive = small, poorly fitted or top-dose-only effect, or another doubt; inactive = no such curve, though single readings can be large; an effect the other way counts as inactive or inconclusive. Potency is read from the fitted curve at half-maximal effect. Not all compounds are listed, so the mix of outcomes need not match the whole.
SMILES,JMJD2A Tudor,BAZ2B inh,HP1b binding inh,Tb PGK inh,GLS inh,Pin1 inhibitor,Pol iota inh,BLM helicase inh,G9a block
O=C(CSc1ccccc1C(=O)NCc1ccccc1)NC1CCCCCCC1,89.1µM*,-4.6%,10.0%,-8.6%,3.3%,1.7%,10.6%,-0.9%,10µM*
O=C(Nc1ccc2oc(-c3ccccc3)nc2c1)c1ccccc1F,4.4%,0.5%,35.3%,5.8%,-6.3%,2.1%,33.7%[activator],0.7%,11.2%[59 µM]
CC1(C)CC(=O)C=C(NCCN2CCN(C(=O)Nc3ccc(Cl)cc3)CC2)C1,-11.8%,19.7%,40.1%[activator],i,-6.8%,3.2%,0.9%,0.5%,22.2%
CN(C)C(CNC(=O)CCS(=O)(=O)c1ccccc1)c1ccccc1 (configuration not stated),7.5%,5.6%,16.0%,0.7%,3.5%,5.2%,96.0%[activator],-3.0%,24.1%
COc1cc([C@H]2[C@@H]3CCCC[C@]3(O)CCN2CC(=O)Nc2ccc(C)cc2)ccc1O,-18.0%,1.4%,2.7%,-8.0%,1.0%,2.7%,65.9%[activator],-3.9%,14.4%[59 µM]
CC(C)C(=O)Nc1ccc(C(=O)NNC(=O)c2cccs2)cc1,-6.0%,29.5%,5.7%,-4.9%,21.3%,-5.1%,39.2%[activator],-2.5%,61.3%[activator][59 µM]
C=CCNC(=S)N/N=C(\C)c1cc(OC)c(OC)c(OC)c1,-21.1%,-29.7%,9.8%,-0.1%,16.8%,-1.5%,8.7%,-0.7%,76.0%[activator][59 µM]
O=CN1N=C(c2ccccc2)CC1c1ccccc1[N+](=O)[O-] (configuration not stated),-28.5%,-2.7%,-7.8%,2.8%,9.3%,-7.0%,-3.6%,-4.9%,-11.6%[59 µM]
Cc1ccc2nc(NC(=O)COc3ccc(F)cc3)sc2c1,-6.1%,1.5%,1.0%,-1.5%,-9.0%,-2.2%,-17.0%,-1.4%,0.8%[59 µM]
Cc1ccc(-n2nnnc2SCC(=O)NC2CCCc3ccccc32)c(C)c1 (configuration not stated),0.3%,8.7%,29.8%,-7.3%,-4.0%,-1.4%,38.6%[activator],-5.6%,23.8%[59 µM]
Cc1ccc(S(=O)(=O)C2(C(=O)Nc3nccs3)CC2)cc1,-29.7%,-9.3%,31.2%,-3.7%,3.2%,-1.4%,-0.9%,-0.4%,?
Cc1cccc(-n2ncc3c(NCc4ccccc4)ncnc32)c1,-7.1%,22.9%,44.1%[activator],2.3%,0.8%,-5.6%,-17.0%,-7.0%,-1.8%[59 µM]
O=C(CN1C(=O)NC2(CCCCC2)C1=O)Nc1cccc(S(=O)(=O)N2CCOCC2)c1,-6.5%,-1.9%,31.3%[activator],3.1%,4.4%,-3.0%,-4.4%,-0.5%,26.0%
COc1ccc(-c2nc(CS(=O)CC(=O)NC3CCCCCC3)c(C)o2)cc1 (configuration not stated),-28.2%,?,26.9%,-10.6%,0.0%,-4.7%,43.4%[activator],0.1%,?
CCOc1ccc(C)cc1S(=O)(=O)n1ccc(C)n1,-1.4%,6.5%,17.7%,2.1%,13.5%,0.8%,-0.4%,-0.1%,-4.2%[59 µM]
CC(=O)Nc1ccc(S(=O)(=O)NCC2CC3CCC2C3)cc1 (configuration not stated),-4.1%,.,33.4%,i,-1.1%,0.0%,32.9%,.,.
COC(=O)c1cc(S(=O)(=O)NCC2CCN(Cc3cc(C)ccc3C)CC2)c[nH]1,-7.6%&-21.4%,-13.5%&-21.4%,24.8%&-14.6%,-7.4%,-1.7%&-11.4%,2.1%&-1.7%,1.5%&-11.7%,1.4%&2.3%,-1.8%
CCCN(CCC)C(=O)Cc1ccc(F)cc1,2.2%,0.2%,43.3%[activator],-1.1%,0.0%,0.0%,17.7%,0.6%,-1.5%
Cc1ccc(S(=O)(=O)N(CC(=O)N2CCC(C(N)=O)CC2)Cc2ccc(F)cc2)cc1,-23.2%,-5.9%,10.5%,-9.2%,-11.2%,-12.5%,-1.1%,2.8%,7.5%[59 µM]
CCN(CC)C(=O)C(=O)c1cc(C)n(-c2ccc(F)cc2)c1C,-17.2%,-28.2%,-1.4%,-5.0%,5.8%,-1.5%,80.3%[activator],-1.1%,-32.7%
COc1ccc(C2CC(c3cccc(OC)c3OC)n3nnnc3N2)cc1 (configuration not stated),-11.7%,0.0%,22.7%,4.2%,8.2%,-3.6%,16.8%,-0.7%,20.3%
O=C1c2ccccc2C(=O)N1COc1ccc(S(=O)(=O)N2CCOCC2)cc1[N+](=O)[O-],-24.5%,-14.8%,-2.2%,-5.8%,-15.3%,0.7%,-23.1%,-8.7%,-33.8%
CC(C)c1ccc(/C=N/N2CCCCC2)cc1,?,31.6µM*,22.4µM*,-8.7%,2.3%,2.0%,35.1%[activator],2.3%,10µM*
CC(C)(C)C(=O)CNCC(=O)C(C)(C)C,2.0%,-5.5%,47.6%[activator],-1.5%,-4.1%,-0.5%,12.4%,-1.5%,39.8µM*
Cc1ccc(C(=O)OCn2ncc(Cl)c(Cl)c2=O)cc1,8.3%,-16.7%,54.0%[activator],3.6%,-3.4%,-0.1%,?,-5.1%,8.5%
Cc1ccc(-c2oc3ncnc(N)c3c2-c2ccc(C)cc2)cc1,-7.1%,-5.1%,2.9%,i,3.6%,5.8%,?,-0.2%,6.9%[12.7 µM]
CCOC(=O)N1CCc2c(sc3ncn(C)c(=O)c23)C1,3.6%,?,30.0%,2.5%,-10.0%,4.3%,40.2%[activator],-20.7%,-17.3%[59 µM]
CCCCn1c(N)c(N(CC(C)C)C(=O)Cc2ccc(S(=O)(=O)N3CCOCC3)s2)c(=O)[nH]c1=O,-6.0%,.,19.2%,1.6%,5.2%,?,11.8%,.,.
CCOC(=O)c1cc(-c2ccc3c(c2)OCCO3)nc2c1c(C)nn2CCC#N,29.0%,13.9%,83.8%[activator],-0.7%,5.4%,16.6%,15.8%,-6.7%,58.9%[activator][59 µM]
O=C(c1cccnc1)N1CCN(S(=O)(=O)c2cccc(Cl)c2)CC1,2.8%,-3.6%,14.2%,-3.8%,7.3%,-4.0%,-4.3%,0.6%,13.9%
O=C(NC(=S)Nc1cnc2ccccc2c1)c1ccccc1,-12.7%,-37.9%,38.3%,-0.5%,3.1%,-0.6%,4.9%,-12.2%,?
CC(C)N1CCN(Cc2nc3c(s2)CCCC3)CC1CCO (configuration not stated),0.0%,-10.6%,33.1%,i,9.0%,-5.2%,179.1%[activator],-0.1%,0.2%
CCOC(=O)C1CCN(S(=O)(=O)c2c(C)[nH]c(C)c2C(=O)N2CCCCC2)CC1,-17.9%,-2.0%,13.1%,-9.6%,0.5%,-8.1%,33.3%,-2.1%,-10.9%
COc1cccc(C(=O)Oc2ccccc2/C=C\C(=O)c2cc3ccccc3o2)c1,-30.8%,?,5.7%,5.3%,-0.8%,23.2%,?,-12.6%,11.2µM*
CC(=O)NCCc1nc2ccccc2n1CCc1ccccc1,-12.8%,6.0%,33.2%,3.7%,7.3%,-3.1%,-17.6%,-2.8%,-11.2%[0.501 µM]
Cc1cc(C)c(NC(=O)Nc2ccccc2)c(Cl)c1,13.5%,5.7%,7.3%,-2.1%,5.8%,-1.4%,1.2%,2.7%,23.7%
Cc1ccc2c(c1)-c1c(cnn1CC(=O)N1CCN(c3cccc(C(F)(F)F)c3)CC1)CO2,-30.2%,-10.5%,5.2%,-1.0%,6.4%,10.7%,16.7%,-15.4%,-4.3%[59 µM]
COc1ccccc1CNS(=O)(=O)c1ccc2c(c1)CCCN2C(C)=O,-11.0%,-1.5%,29.4%,7.9%,-1.2%,-4.5%,11.0%,-1.2%,-11.1%
c1ccc(C2C3=C(Nc4ncnn42)c2ccccc2CCC3)cc1 (configuration not stated),-18.6%,-34.8%,19.9%,i,0.5%,-6.1%,4.2%,-2.1%,-8.2%[59 µM]
COc1cc2c(cc1OC)NC(=O)C2,-14.0%,.,3.7%,-1.4%,1.5%,2.6%,48.7%[activator],.,.
Clc1ccc(-n2cc(COCc3ccccc3)nn2)cc1,55.9%[activator],26.0%,73.5%[activator],-2.5%,8.6%,-8.3%,36.0%[activator],-4.4%,135.1%[activator]

# Part of the list above in another layout:
> Cc1cc(C)c(NC(=O)Nc2ccccc2)c(Cl)c1
  JMJD2A Tudor = 13.5%; BAZ2B inh = 5.7%; HP1b binding inh = 7.3%; Tb PGK inh = -2.1%; GLS inh = 5.8%; Pin1 inhibitor = -1.4%; Pol iota inh = 1.2%; BLM helicase inh = 2.7%; G9a block = 23.7%

> Cc1ccc2c(c1)-c1c(cnn1CC(=O)N1CCN(c3cccc(C(F)(F)F)c3)CC1)CO2
  JMJD2A Tudor = -30.2%; BAZ2B inh = -10.5%; HP1b binding inh = 5.2%; Tb PGK inh = -1.0%; GLS inh = 6.4%; Pin1 inhibitor = 10.7%; Pol iota inh = 16.7%; BLM helicase inh = -15.4%; G9a block = -4.3%[59 µM]

> COc1ccccc1CNS(=O)(=O)c1ccc2c(c1)CCCN2C(C)=O
  JMJD2A Tudor = -11.0%; BAZ2B inh = -1.5%; HP1b binding inh = 29.4%; Tb PGK inh = 7.9%; GLS inh = -1.2%; Pin1 inhibitor = -4.5%; Pol iota inh = 11.0%; BLM helicase inh = -1.2%; G9a block = -11.1%

> c1ccc(C2C3=C(Nc4ncnn42)c2ccccc2CCC3)cc1 (configuration not stated)
  JMJD2A Tudor = -18.6%; BAZ2B inh = -34.8%; HP1b binding inh = 19.9%; Tb PGK inh = i; GLS inh = 0.5%; Pin1 inhibitor = -6.1%; Pol iota inh = 4.2%; BLM helicase inh = -2.1%; G9a block = -8.2%[59 µM]
